Screening results as filed in PubChem BioAssay.
RGS12 GoLoco inh = RGS12 GoLoco-Gai1 interaction inhibition. P63096. AID 880. Potency, µM (highest dose often 61.6 µM), for the others: top-dose activity, negative = inhibition, actives largely listed as inhibitors. hit rate 0.44% among 230,000. Gai1:RGS12 GoLoco peptide FP, rhodamine, 10 min; active means well fitted inhibition curve with a large enough effect, not every such curve was filed as active; inactive means no such curve, though single readings can be large or run the other way; further: on the % scale 0 is the no-effect control and ±100 the full control effect; nearly all actives have a fitted effect of over 30% in size; many of its hits are not listed in these tables
Target sequence (P63096 whole entry, looked up): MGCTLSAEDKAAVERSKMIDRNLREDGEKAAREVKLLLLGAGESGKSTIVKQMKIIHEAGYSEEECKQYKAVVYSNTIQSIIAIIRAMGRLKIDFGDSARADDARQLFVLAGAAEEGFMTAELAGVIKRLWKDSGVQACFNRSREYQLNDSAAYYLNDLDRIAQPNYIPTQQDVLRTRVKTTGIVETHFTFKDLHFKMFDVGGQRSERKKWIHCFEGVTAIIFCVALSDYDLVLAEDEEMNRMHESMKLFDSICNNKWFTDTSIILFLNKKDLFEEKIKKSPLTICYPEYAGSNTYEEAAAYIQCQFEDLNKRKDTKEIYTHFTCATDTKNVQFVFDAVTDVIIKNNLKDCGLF
KDM4E inh = JMJD2E (human) inhibition; B2RXH2; JMJD2E catalytic domain, FDH-coupled NADH fluorescence (FDH is formaldehyde dehydrogenase); Potency, µM (doses to about 57.1 µM), for inactives: at the highest dose activity change, negative = inhibition, actives largely listed as inhibitors; hit rate 1.6% among 230,000; AID 2147; active means well fitted inhibition curve with a large enough effect, not every such curve was filed as active; inconclusive means small, poorly fitted or top-dose-only effect, or another doubt; inactive means no such curve, though single readings can be large or run the other way;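 further: 0% = wells with enzyme and -100% = buffer wells without enzyme; nearly all actives have a fitted effect of over 50% in size; many of its hits are not listed in these tables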
Target sequence (B2RXH2 1-337 limits assumed): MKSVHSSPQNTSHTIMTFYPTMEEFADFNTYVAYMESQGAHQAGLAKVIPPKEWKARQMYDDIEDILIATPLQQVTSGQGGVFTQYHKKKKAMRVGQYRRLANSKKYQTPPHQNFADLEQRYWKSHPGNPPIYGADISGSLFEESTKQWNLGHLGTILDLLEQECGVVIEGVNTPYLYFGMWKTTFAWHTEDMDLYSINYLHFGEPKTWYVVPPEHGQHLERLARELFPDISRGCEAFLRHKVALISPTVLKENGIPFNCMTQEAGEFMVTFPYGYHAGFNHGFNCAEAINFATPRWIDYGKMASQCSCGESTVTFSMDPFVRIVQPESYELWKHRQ
ALDH1A1 inh = ALDH1A1 (human) enzyme inhibition; P00352; Purified ALDH1A1, NADH fluorescence, propionaldehyde substrate; Potency, µM (highest dose often 75.3 µM), for the others: at the top dose activity, negative = inhibition, hits mostly inhibitors; hit rate 7.3% among 220,000; AID 1030; active means well fitted inhibition curve with a large enough effect, not every such curve was filed as active; inconclusive means small, poorly fitted or top-dose-only effect, or another doubt; inactive means no such curve, though single readings can be large or run the other way;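 further: plate controls were no enzyme wells and a reference inhibitor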
aGlu spleen mod = inhibitors or activators of human alpha-glucosidase in spleen homogenate | P10253 | Potency, µM (highest dose often 79.9 µM), inactives show at the top dose activity change, negative = inhibition, most hits filed as inhibitors | hit rate 0.006% among 240,000 | human spleen homogenate, 4-MU-alpha-glucoside fluorescence;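 further: 0% = enzyme with vehicle and -100% = no enzyme basal signal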
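Compounds were titrated against alpha-glucosidase in spleen homogenate at pH 5.0, with 1 mM 4-methylumbelliferyl substrate for 40 min at 37 C. Reactions were quenched with pH 10 NaOH/glycine and fluorescence measured.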
GAA inhib = inhibitors of human lysosomal alpha-glucosidase | purified human GAA, 4-MU-alpha-glucoside fluorescence | P10253 | Potency, µM (top dose mostly 76.9 µM), without a hit: at the top dose activity change, negative = inhibition, usual class: inhibitors | hit rate 0.005% among 200,000;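 further: plate controls were uninhibited enzyme wells for no effect and no-enzyme background for full effect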
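Human alpha-glucosidase, 4 nM, pre-mixed with test compounds before 400 uM 4-methylumbelliferyl substrate; 20 min room temperature at pH 5.0. Fluorescence read after pH 10 stop; AC50 values from Hill-equation fits.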
SMN2 splice up = increases expression of the SMN2 splice variant. HEK293 SMN2-luciferase splicing reporter, luminescence, 30-36 h. Potency, µM (series often up to 46.1 µM), for the others: top-dose activity change, positive = activation, most hits filed as activators. hit rate 2.8% among 210,000; further: % of control where 0% means no effect; nearly all actives have a fitted effect of over 55% in size
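HEK293 cells carry an SMN2 […]–luciferase reporter in which exon 7 inclusion puts luciferase in frame. Cells were plated 10-12 h before compound addition, then incubated 30-36 h at 37C. ONE-Glo luminescence was read; sodium butyrate at 4.5 mM final served as control.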
GAA glycogen mod = alters human alpha-glucosidase cleavage of glycogen | recombinant GAA, glycogen substrate, Amplex Red glucose oxidase fluorescence | P10253 | AID 2100 | hit rate 0.38% among 300,000 | Potency, µM (series often up to 76.4 µM), for inactives: at the top dose activity change, negative = inhibition, most hits filed as inhibitors;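 further: 0% = full enzyme reaction and -100% = no-enzyme basal signal; the screen sought inhibitors and activators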
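Recombinant enzyme (4 nM final) with compounds titrated up to 77 uM and bovine liver glycogen (30 ug) in citrate pH 5.0, 0.01% Tween-20, 37 C 40 min. Released glucose detected by Amplex Red/glucose oxidase (Ex 573/Em 610); AC50 from Hill fits.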
aGal spleen mod = inhibits or activates alpha-galactosidase in human spleen homogenate; AID 2107; Potency, µM (doses to about 80 µM), for the others: at the highest dose activity change, negative = inhibition, actives largely listed as inhibitors; P06280; human spleen homogenate, 4MU-alpha-Gal fluorescence, 40 min; hit rate 0.008% among 240,000;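 further: 0% = enzyme with vehicle and -100% = no enzyme basal signal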
Target sequence (P06280 32-429 limits assumed): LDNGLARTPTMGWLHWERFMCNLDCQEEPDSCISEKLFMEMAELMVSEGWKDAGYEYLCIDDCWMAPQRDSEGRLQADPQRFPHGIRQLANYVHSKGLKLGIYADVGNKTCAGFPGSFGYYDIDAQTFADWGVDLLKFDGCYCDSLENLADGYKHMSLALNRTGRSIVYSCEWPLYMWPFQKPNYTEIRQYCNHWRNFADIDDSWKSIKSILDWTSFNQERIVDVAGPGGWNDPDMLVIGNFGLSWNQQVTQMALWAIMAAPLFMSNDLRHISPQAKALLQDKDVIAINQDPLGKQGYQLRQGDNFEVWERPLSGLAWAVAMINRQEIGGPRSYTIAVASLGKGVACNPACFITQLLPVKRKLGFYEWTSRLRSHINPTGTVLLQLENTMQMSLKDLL
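qHTS titration in buffer at pH 5.0. Alpha-galactosidase activity in spleen homogenate was measured via 4-methylumbelliferone release from 1 mM fluorogenic substrate after 40 min at 37C and a pH 10 stop. AC50 came from Hill fits of control-normalized data.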
Active calls of the source: *; ? = inconclusive; / = no result given; [ ] = remark or other dose. Unless noted, the call rests on the fitted dose curve; in most records, active means well fitted curve in the direction sought with a large enough effect; inconclusive means small, poorly fitted or top-dose-only effect, or another doubt; inactive means no such curve, though single readings can be large; an effect the other way counts as inactive or inconclusive. Potency means the concentration at half of the fitted maximal effect. An excerpt (hit frequency here may not be typical).

SMILES	RGS12 GoLoco inh	KDM4E inh	ALDH1A1 inh	aGlu spleen mod	GAA inhib	SMN2 splice up	GAA glycogen mod	aGal spleen mod
COc1cccc(NC(=O)CN2CCN(S(=O)(=O)c3ccc(C(C)C)cc3)CC2)c1	-9%	3%	22µM*	-11%	?	-6%	?	3%
O=C(NCC1CCCO1)C1CC1(c1ccccc1)c1ccccc1 (configuration not stated)	9%	-5%	22%	1%	1%	-5%	-1%	1%
COc1cccc(CC(Cc2nc3ccccc3[nH]2)c2nc3ccccc3[nH]2)c1 (configuration not stated)	31%[activator]	2%	?	-9%	-11%	-24%	-9%	2%
C/C(=N\NC(=O)CCCOc1ccc(Cl)cc1C)c1ccc(C)o1	-8%	3%	2%	0%	3%	-23%	4%	5%
COc1ccc(Cl)cc1NC(=O)Nn1cnnc1	-6%	6%	5%	5%	-5%	-9%	1%	7%
CCOC(=O)c1ccc(N2C(=O)CC(Nc3ccc(O)cc3)C2=O)cc1 (configuration not stated)	-8%	-6%	/	-6%	/	/	10µM*	-4%
COc1ccccc1/C=C/C=N/n1c(-c2n[nH]c3c2CCC3)n[nH]c1=S	8%	?	8.9µM*	-3%	2%[15.4 µM]	/	-25%	-1%
CCOc1ccc2c(c1)c(N=O)c(O)n2C	-15%	1%	-4%	-8%	-4%	6%	-3%	-7%
Cc1nn(S(=O)(=O)c2cccs2)c(C)c1Sc1ccccc1	2%	2%	-10%	-7%	-2%	-50%[inhibitor]	-2%	-4%
COc1cc(CCCN2C(N)=NC[C@@H]2c2ccccc2)cc(OC)c1OC	0%	2%	/	1%	/	/	5%	1%
O=C(NC1CCCC1)C(c1cccs1)N(Cc1ccco1)C(=O)Cn1nnc(-c2cccs2)n1 (configuration not stated)	7%	0%	10%	1%	-4%	?	-5%	-18%
Cc1ccc2nc(Cl)c(C3CC(c4ccco4)=NN3C(=O)CCCC(=O)O)cc2c1 (configuration not stated)	-3%	3%	/	5%	/	/	1%	13%
CCOC(=O)c1cnc(SCC(=O)Nc2ccc(NC(C)=O)c(OC)c2)nc1N	1%	-2%	?	11%	1%	-3%	-2%	18%
CCOC(=O)C12CNC(=O)C(C(=O)OCC)(CNC1=O)C2	-2%	5%	-4%	3%	-4%	-5%	-3%	-2%
CCOc1ccc(/C=N/NC(=O)C(C)Sc2ccccn2)cc1OCC (configuration not stated)	-1%	-1%	14%	-14%	-5%	1%[1.84 µM]	9%	4%
COc1ccc(Cn2nnnc2C(c2cc(OC)ccc2OC)N2CCC(C(N)=O)CC2)cc1 (configuration not stated)	-24%	-3%	14µM*	-1%	-2%	20%	6%	4%
CC(C)OC(=O)C(C)Oc1ccc(C(=O)NCCc2ccccc2)cc1 (configuration not stated)	0%	5%	-1%	0%	-16%	/	0%	-1%
COc1ccc(C(=O)Nc2ccccc2C(=O)N/N=C/c2ccc(O)c(OC)c2)cc1	2%	?	3%	-5%	-7%	-94%[inhibitor]	-11%	6%
CC(Nc1ccccc1N1CCCCC1)C(=O)N1CCc2ccccc21 (configuration not stated)	-4%	-3%	-14%	7%	-10%	-18%	-6%	8%
CC(C)C(Nc1ccc(S(=O)(=O)N2CCOCC2)cc1[N+](=O)[O-])C(=O)O (configuration not stated)	-1%	6%	1.3µM*	-4%	4%	3%	6%	-6%
Cc1cccc(NC2=C(Cl)C(=O)OC2OC(C)C)c1 (configuration not stated)	-1%	-21%	-5%	-3%	0%	-13%	-1%	-15%
Cc1ccc(-c2cc(C(=O)Nc3ccc(S(=O)(=O)Nc4ncccn4)cc3)c3ccccc3n2)cc1	-2%	?	?	-3%	-23%	17%	-2%	6%
COc1cccc(-c2nc(NC(C)(C)C)c3ccccc3n2)c1O	/	-16%	?	-1%	?	/	-7%	3%
CC1=NN(c2ccccc2)C(=O)C1C(=O)c1ccccc1 (configuration not stated)	-1%	-1%	8%	-5%	1%	-4%	1%	3%
O=C(O)c1ccc(C2SCC(=O)N2Cc2ccccc2)cc1 (configuration not stated)	3%	2%	3%	3%	-5%	-7%	1%	12%
COc1ccccc1NC(=O)C(=O)/C=C(\O)c1ccccc1	12%	-19%	/	1%	/	/	-1%	-5%
CN(C(=O)CSc1ncnc2sccc12)c1c(N)n(Cc2ccccc2)c(=O)[nH]c1=O	6%	2%	16%	5%	-3%	/	8%	13%
COCc1nnc(SCC(=O)Nc2cccc(Cl)c2C)n1-c1ccccc1	3%	3%	2%	-1%	?	-2%	-1%	15%
Cc1cccc(C)c1NC(=O)c1cc2c(=O)c3ccccc3oc2nc1C(F)(F)F	2%	12%	4%	0%	-1%	-10%	10%	1%
CCOC(=O)c1cccc(NC(=O)c2ccc(N(C)C)cc2)c1	-6%	-3%	?	-6%	6%	?	-3%	4%
O=C(O)c1cc2cc(OCc3ccccc3)ccc2[nH]1	-3%	?	?	-2%	1%	-2%	-2%	-14%
Cc1cc(C(=O)N2CCN(c3ncccn3)CC2)cs1	-1%	7%	-2%	-3%	-4%	-4%	4%	-9%
Cc1sc(NC(=O)c2ccccc2)c(C(c2ccc(Cl)cc2)N2CCN(CCO)CC2)c1C (configuration not stated)	7%	2%	?	-4%	2%	12%	7%	4%
CCC(NC(=O)c1ccc(C#CC2(O)CCCCC2)cc1)C(=O)O (configuration not stated)	2%	4%	?	-1%	14%	-1%	0%	8%
O=C(Nc1ccc(O)cc1)C1CC=CCC1 (configuration not stated)	25µM*	-6%	?	-4%	-11%	-23%	-10%	-10%
CCOC(=O)c1sc(NC(=O)c2ccc(OC)cc2)nc1C	3%	-1%	?	4%	-6%	28%	0%	5%
Cc1nn(CC(=O)O)c(C)c1C	/	8%	?	-1%	-3%	/	17%	-13%
C=CCSc1nnc(-c2cc3c(-c4ccccc4)nn(C)c3s2)n1C	9%	?	?	-4%	0%	-7%	3%	-16%
CCn1cc([N+](=O)[O-])c(C(=O)Nc2ccc3c(c2)OCCO3)n1	1%	2%	-6%	-6%	-1%	?	1%	-2%
COc1ccc(CNCCC2(Cc3ccccc3)CC(C)N(C)CC2C)cc1OC (configuration not stated)	-3%	-7%	4%	-7%	13%	/	7%	-8%
Cc1onc(-c2c(Cl)cccc2Cl)c1C(=O)NCCCN1CCOCC1	-2%	3%	5%	-1%	-2%	-8%	-4%	10%
Cc1ccc(C(=O)Nc2ccc(S(=O)(=O)N3CCc4ccccc43)cc2)o1	3%	5%	?	-5%	-2%	-42%[inhibitor]	-1%	-4%
C=CCn1nc(-c2ccccc2)c2c(C)onc2c1=O	-1%	-16%	?	-15%	?	-1%	11%	4%
CC1CCN(c2nc3c(c(=O)n(C)c(=O)n3C)n2Cc2ccccc2)CC1	2%	0%	?	-6%	-3%	-29%	2%	-2%
CC(C)[n+]1ccn(C2=C([O-])c3ccccc3C(=O)/C2=N\S(=O)(=O)c2ccccc2)c1	17%	?	/	5%	/	/	16%	-9%
CC1(C)CC(=O)C=C(C(=O)N2CCCC(C(=O)c3cccc(Cl)c3)C2)O1 (configuration not stated)	-1%	1%	?	3%	5%	/	-5%	3%
O=C(Nc1ccccc1)c1ccsc1	4%	0%	-6%	-4%	5%	-21%	-11%	-6%
CC1CCN(Cc2c(C(=O)O)nnn2-c2nonc2N)CC1	5%	2%	-3%	2%	12%	3%	9%	-2%
S=C(NCCN1CCCCC1)Nc1ccc(Br)cc1	7%	3%	/	1%	/	/	7%	0%
O[C@@H]1[C@@H]2c3cc4c(cc3CN3CCC(=C[C@@H]1O)[C@H]23)OCO4	4%[21.6 µM]	-4%[25.5 µM]	0%[20.9 µM]	1%[29.1 µM]	/	-94%[inhibitor][20.6 µM]	/	4%[29.1 µM]
COc1ccc(C2C=C(c3ccc(Br)cc3)Nc3nc(N4C(=O)CCC4=O)nn32)cc1 (configuration not stated)	-4%	?	?	-1%	?	5%	10%	-4%
COCCNC(=O)C(C)N(c1ccc(Oc2ccccc2)cc1)S(C)(=O)=O (configuration not stated)	-4%	9%	10%	5%	-2%	-14%	1%	2%
O=C(NNC(=S)Nc1ccc(Cl)c(Cl)c1)c1cccc([N+](=O)[O-])c1	6%	-9%	/	3%	/	/	-9%	2%
N#CC(c1ccc(Cl)cc1)c1ccc(Cl)nn1 (configuration not stated)	-4%	-1%	6.3µM*	0%	-2%	-3%	-13%	7%
COc1ccc(S(=O)(=O)N(C)C)cc1NC(=O)Cc1c[nH]c2ccccc12	10%	2%	-17%	-4%	-3%	16%	-10%	3%
CCOc1ccc2nc(SCCNS(=O)(=O)c3ccccc3)sc2c1	2%	5%	1%	-7%	-4%	-42%[inhibitor]	7%	-1%
CCOC(=O)C1=C(C)N(C)C(C)=C(C(=O)OCC)C1c1cccnc1	-14%	-26%	-3%	-4%	-2%	11%	-22%	5%
Cc1ccccc1S(=O)(=O)c1cc2ccccc2nc1N	3%	?	?	4%	8%	-10%	-3%	20%
CCCC(=O)Nc1ccc(NC(=O)C2CC2)cn1	9%	7%	8%	-11%	2%	14%	-8%	0%
COc1ccc(OC)c(C2=NO[C@@H]3C(=O)N(c4cc(Cl)ccc4OC)C(=O)[C@H]23)c1	-18%	?	12%	-3%	0%	7%	7%	3%
O=C(Nc1nnc(C2CC2)s1)C1Cc2ccccc2CN1S(=O)(=O)c1cccs1 (configuration not stated)	4%	2%	-16%	3%	-3%	-4%	1%	-6%

Single entries from the results shown:
C=CCn1nc(-c2ccccc2)c2c(C)onc2c1=O in GAA glycogen mod is listed with 11%
CC1CCN(c2nc3c(c(=O)n(C)c(=O)n3C)n2Cc2ccccc2)CC1 in KDM4E inh is listed with 0%

Some of these compounds in order of their number in GAA glycogen mod, falling.
canonical_smiles | RGS12 GoLoco inh | KDM4E inh | ALDH1A1 inh | aGlu spleen mod | GAA inhib | SMN2 splice up | GAA glycogen mod
CC(C)[n+]1ccn(C2=C([O-])c3ccccc3C(=O)/C2=N\S(=O)(=O)c2ccccc2)c1 | 17% | ? | / | 5% | / | / | 16%
COCCNC(=O)C(C)N(c1ccc(Oc2ccccc2)cc1)S(C)(=O)=O (configuration not stated) | -4% | 9% | 10% | 5% | -2% | -14% | 1%
CC1(C)CC(=O)C=C(C(=O)N2CCCC(C(=O)c3cccc(Cl)c3)C2)O1 (configuration not stated) | -1% | 1% | ? | 3% | 5% | / | -5%
O=C(NNC(=S)Nc1ccc(Cl)c(Cl)c1)c1cccc([N+](=O)[O-])c1 | 6% | -9% | / | 3% | / | / | -9%
